XIAP antagonists = small molecules displacing peptide from XIAP – biochemical, IAP family, fluorescence polarization (AID 1018); displacement, % at 20 µM, or IC50 in µM where a hit was titrated; 0.007% of 200,000 active; XIAP BIR domain, fluorescence polarization peptide displacement; higher % means a stronger effect; in the data active means displacement above about 50%; further: a part of the inactive calls stands beside numbers as strong as those of hits
HEK293 NOD2/NF-kB = inhibition of NOD2-driven NF-kB reporter – cell-based, luminescence, uHTS, HEK293 (AID 1566) | inhibition, % at 4 µM; hits with a dose series show EC50 in µM | 0.63% of 290,000 active | HEK293 NOD2/NF-kB luciferase reporter, luminescence; higher % means a stronger effect; further: many of its hits are not listed in these tables
LYP phosphatase = inhibitors of LYP phosphatase, biochemical, fluorescence intensity, uHTS (AID 1779); recombinant LYP phosphatase, fluorescence intensity; higher % means a stronger effect; inhibition, % at 11.5 µM, or IC50 in µM where a hit was titrated; 0.054% of 290,000 active;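 further: plate controls were vehicle with enzyme for no effect and no enzyme for full effect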
Dengue-2 NS5 capping = Dengue-2 NS5 methyltransferase inhibitors, primary screen, biochemical, confirmation dose response (AID 588689) | 0.3% of 340,000 active | Dengue-2 NS5 methyltransferase capping enzyme assay, biochemical; higher % means a stronger effect | inhibition, % at 25 µM; hits with a dose series show IC50 in µM; in the data active means a potency from the dose series; inconclusive means inhibition above about 29% without an active follow-up result
Myeloid diff MLP = myeloid differentiation induction; ER-HoxA9 myeloid progenitors, lysozyme-GFP differentiation, flow cytometry; calls only at 10 µM; 1% of 360,000 active; AID 624256;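 active means normalized GFP-positive differentiation at or above the plate's own cutoff, the solvent-only control mean plus 3 SD; inconclusive means no clear call, values can overlap the other calls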;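 further: cells exposed to compound for four days before flow analysis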
Hep lipid drop = hepatic lipid droplet formation modulation; AML12 mouse hepatocytes, oleate lipid droplets, BODIPY imaging; inhibition, % at 6.5 µM; 0.4% of 240,000 active;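 active means lipid droplet intensity inhibited by at least 50%, with more than 500 cells counted; inconclusive means wells with under 300 cells, treated as cytotoxic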
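Assay system: AML12 mouse liver cells | Compound dosing: One dose, 6.5 µM compound | Read-out basis: Droplet intensity reduction, % inhibition | Measured by: Fluorescence imaging, 20x objective, two fields per well | Schedule: Overnight treatment with compound plus oleate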
Siah-1 displacement = blockers of Siah-1 interaction with plectin peptide – biochemical, fluorescence polarization, rhodamine-plectin, uHTS, primary screen (AID 1817); displacement, % at 20 µM, or IC50 in µM where a hit was titrated; Siah-1 / rhodamine-plectin peptide fluorescence polarization; higher % means a stronger effect; 0.02% of 290,000 active;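 active means displacement of at least 50% at 20 µM, with a fluorescence ratio check between 0.3 and a set limit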;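 further: plate controls were Siah plus tracer with DMSO for no effect and tracer alone without Siah for full effect; strong numbers were not always called active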
HIV fusion peptide = cell-free HIV fusion peptide-binding blockers – biochemical, uHTS, fluorescence dequenching, primary screen (AID 1986); cell-free peptide binding, fluorescence dequenching, 30 min; higher % means a stronger effect; inhibition, % at 20 µM; hits with a dose series show IC50 in µM; 0.3% of 290,000 active; in the data active means inhibition mostly above about 52%, no sharp cut-off; inactive means mostly below about 76%; further: some results filed as inactive read as strong as hits
AID2073 = inhibitors of Mint1-CaV2.2 protein interaction, biochemical, HTRF (AID 2073); HTRF protein-protein interaction, Mint1-CaV2.2; higher % means a stronger effect; inhibition, % at 20 µM, or IC50 in µM where a hit was titrated; 0.19% of 290,000 active; in the data active means inhibition mostly above about 51%, no sharp cut-off; inconclusive means no clear call, values can overlap the other calls; inactive means mostly below about 53%; further: some results filed as inactive read as strong as hits
Hep lipid drop cells 6.5 µM = second read-out of Hep lipid drop, no call of its own (marks repeat the call); cell count; measured here: cell count, cytotoxicity flag;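 cells counted across two imaged fields per well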
Dengue-2 NS5 capping pilot replicate = also measured in Dengue-2 NS5 capping; calls as there; inhibition, %; measured here: pilot screen replicate inhibition
Myeloid diff MLP GFP+ MAC1+ % = recorded beside Myeloid diff MLP, whose call it bears; GFP+ MAC1+ double positive, %; measured here: differentiation confirmed by MAC1 staining
The depositor's hits bear a star; i = inactive; u = inconclusive; x = not tested or not shown; + = active, no number. Unless noted, no stated cut-off is given here; in the data, active means inhibition above about 50%; inactive means the rest. The list is partial; count on the stated rates, not on these rows.

SMILES	XIAP antagonists	HEK293 NOD2/NF-kB	LYP phosphatase	Dengue-2 NS5 capping	Myeloid diff MLP	Myeloid diff MLP GFP+ MAC1+ %	Hep lipid drop	Hep lipid drop cells 6.5 µM	Siah-1 displacement	HIV fusion peptide	AID2073	others
COC(=O)C1=C(C)NC(=O)C1(NC(=O)c1ccncc1)C(F)(F)F (centres undefined)	-4.9%	7%	-4%	-2%	i	0.3	3	671	0%	-0.7%	-11%
CCn1c(-c2ccc[nH]c2=O)nc2ccccc21	x	8%	-17%	-3%	+	0.8*	-2	822	4%	2.0%	23%
C=CCNC(=S)NCc1cccnc1	-6.9%	-6%	0%	5%	i	0.3	17	697	0%	0.7%	3%
COc1ccc2c(c1OC)C(=O)N1N=C(c3ccc(Cl)cc3)CC21 (centres undefined)	-5.4%	1%	0%	-10%	i	0.3	1	716	2%	-0.4%	13%
COc1ccc(N=C2C(=Nc3ccc(OC)cc3)N(c3ccc(OC)cc3)C(=S)N2C(=O)c2ccc(OC)cc2)cc1	2.6%	4%	3%	-3%	i	1.1	87*	736*	4%	0.1%	-2%
COc1cc(C(=O)N2c3ccccc3CCC2C)cc(OC)c1OC (centres undefined)	x	12%	-9%	x	i	0.1	-20	802	0%	1.0%	11%
COc1ccc(NC(=O)CSc2nc3ccccc3c(=O)n2Cc2cccs2)c(OC)c1	-6.8%	15%	-6%	x	x	x	14	633	12%	-3.8%	17%
O=C(Nc1ccc2c(c1)OCCO2)C1CCCN(S(=O)(=O)c2cccnc2)C1 (centres undefined)	-5.6%	21%	-1%	-4%	i	1.8	-5	659	5%	1.7%	5%
O=C(CSc1nnc(-c2ccc(F)cc2)c2ccccc12)NCC1CCCO1 (centres undefined)	-11%	12%	-2%	-4%	i	0.7	-6	614	18%	-1.4%	18%
O=C(CSc1ccc2nnc(-c3ccncc3)n2n1)Nc1ccccc1F	-2.9%	0%	-8%	-3%	i	2.3	x	x	1%	0.5%	25%
COc1ccccc1CCNC(=O)CCn1c(=O)c2cccn2c2ccc(F)cc21	x	16%	-10%	0%	i	3.1	-32	622	5%	1.2%	-2%
O=c1c2ccccc2nc(COc2ccccc2)n1/N=C/c1ccc(O)cc1O	x	32%	5%	-8%	i	0.2	-33	749	-2%	-0.8%	16%

6 structures from above, sorted by length of the SMILES, largest number first.
SMILES	XIAP antagonists	HEK293 NOD2/NF-kB	LYP phosphatase	Dengue-2 NS5 capping	Myeloid diff MLP	Myeloid diff MLP GFP+ MAC1+ %	Hep lipid drop	Hep lipid drop cells 6.5 µM	Siah-1 displacement	HIV fusion peptide	AID2073	others
COc1ccc(NC(=O)CSc2nc3ccccc3c(=O)n2Cc2cccs2)c(OC)c1	-6.8%	15%	-6%	x	x	x	14	633	12%	-3.8%	17%
O=C(Nc1ccc2c(c1)OCCO2)C1CCCN(S(=O)(=O)c2cccnc2)C1 (centres undefined)	-5.6%	21%	-1%	-4%	i	1.8	-5	659	5%	1.7%	5%
COc1ccccc1CCNC(=O)CCn1c(=O)c2cccn2c2ccc(F)cc21	x	16%	-10%	0%	i	3.1	-32	622	5%	1.2%	-2%
O=C(CSc1nnc(-c2ccc(F)cc2)c2ccccc12)NCC1CCCO1 (centres undefined)	-11%	12%	-2%	-4%	i	0.7	-6	614	18%	-1.4%	18%
COc1ccc2c(c1OC)C(=O)N1N=C(c3ccc(Cl)cc3)CC21 (centres undefined)	-5.4%	1%	0%	-10%	i	0.3	1	716	2%	-0.4%	13%
C=CCNC(=S)NCc1cccnc1	-6.9%	-6%	0%	5%	i	0.3	17	697	0%	0.7%	3%

Additional results follow:
SMILES	XIAP antagonists	HEK293 NOD2/NF-kB	LYP phosphatase	Dengue-2 NS5 capping	Myeloid diff MLP	Myeloid diff MLP GFP+ MAC1+ %	Hep lipid drop	Hep lipid drop cells 6.5 µM	Siah-1 displacement	HIV fusion peptide	AID2073	others
CC1=C(C(=O)N2CCCCC2)C(c2cccs2)C2=C(CCCC2=O)N1 (centres undefined)	-9.9%	15%	-3%	1%	i	0.9	-8	687	-2%	0.6%	4%
CCCSc1nsc(NC(=O)CC)n1	-5.5%	-87%	-13%	-3%	i	0.5	-14	732	2%	-0.3%	2%
O=C(NCCOc1ccccc1)c1ncn[nH]1	-1.9%	-4%	-11%	-4%	i	1.9	5	729	-1%	1.1%	9%
O=C(Nc1ccccc1)N(Cc1ccccc1)CC(O)C(F)(F)F (centres undefined)	-4.1%	10%	-3%	-4%	i	0.3	x	x	4%	-1.0%	-10%
CC(C)CC1(C(=O)O)NC(c2ccccc2O)C2C(=O)N(C(C)C)C(=O)C21 (centres undefined)	x	-14%	1%	-4%	i	0.8	x	x	-6%	-0.2%	31%
CCCCN(C)C(=O)c1coc(=O)c2ccccc12	-1.4%	14%	-10%	2%	i	0.6	x	x	-4%	0.0%	-4%
CC(C)CCOP(=O)(c1ccc(N(C)C)cc1)C(O)c1ccccc1 (centres undefined)	x	3%	-2%	-5%	i	0.6	-20	712	-2%	0.6%	14%
CN(C)S(=O)(=O)c1ccc(Cl)c(NC(=O)CSc2nc3c(cc2C#N)C(=O)CCC3)c1	-6.5%	5%	1%	-2%	i	1.2	-15	630	-8%	0.7%	-12%
Cc1cccc2c1nc(-c1ccccc1)n1cnnc21	-7.0%	6%	2%	-8%	i	1.2	4	723	-5%	-1.3%	9%
CN(CCc1ccccn1)C(=O)c1ccc(OC2CCN(CCc3ccccc3)CC2)cc1	x	-5%	-8%	-12%	i	0.9	13	812	-3%	-1.3%	8%
c1c2c(cc3sc(N4CCCCC4)nc13)OCO2	-0.3%	-124%	-7%	1%	i	0.6	x	x	-5%	0.2%	-26%
COc1ccc(C2NC(=O)c3ccccc3N2)cc1 (centres undefined)	x	-24%	-12%	3%	i	0.4	x	x	-6%	-1.6%	20%
c1ccc(CNc2ncnc3c2ncn3C2CCCCO2)cc1 (centres undefined)	-3.3%	-23%	-9%	-2%	i	3.1	x	x	-2%	0.0%	-6%
COc1ccc(OC)c(NC(=O)c2cn(C)c(=O)c3cc(OC)c(OC)cc23)c1	-4.8%	1%	1%	-3%	u	x	7	656	-5%	-2.2%	-1%
CSc1nnc(-c2cccs2)n1-c1ccccc1	0.8%	0%	-8%	9%	i	0.6	-6	716	2%	1.0%	-3%
Cc1cccc(C)c1NC(=O)CN1N=NC2C(=O)N(c3cccc(Cl)c3)C(=O)C21 (centres undefined)	1.2%	1%	2%	-1%	i	0.1	-3	702	10%	21%	10%
Cc1ccc(N=c2c([N+](=O)[O-])nn(-c3ccc4c(c3)OCCO4)n2O)cc1F	-16%	x	-3%	-6%	i	0.1	2	714	4%	-2.8%	12%
O=C(Nc1cccn(Cc2c(Cl)cccc2Cl)c1=O)c1ccc(Cl)cc1	-4.0%	13%	5%	5%	i	1.8	x	x	4%	3.6%	-8%
CCNC(=S)NNC(=O)Nc1ccccc1	-2.2%	12%	-6%	-6%	i	0.9	18	775	-2%	-1.3%	-22%
Cc1cccc(C)c1NC1=C(Cl)C(=O)OC1OC(C)C (centres undefined)	-9.5%	1%	-5%	-8%	i	0.0	-22	557	9%	0.4%	-4%
COc1ccc(N(Cc2cc(=O)[nH]c3ccccc23)C(=O)CCl)cc1	x	x	-8%	-10%	i	0.2	-12	787	-1%	-0.7%	-1%
COc1ccc(-c2nnn(CC(=O)NCCc3ccc(OC)c(OC)c3)n2)cc1	-1.2%	-15%	-9%	14%	i	0.3	30	703	2%	-0.9%	0%
COc1ccc(N=c2oc3c(OC)cccc3cc2C(=O)NCc2ccco2)c(OC)c1	0.7%	0%	0%	41µM*	i	1.0	x	x	-3%	-2.5%	10%	Dengue-2 NS5 capping pilot replicate=4.2*
CCOC(=O)C1(Cc2cccc(OC)c2)CCN(Cc2cccc(OC)c2OC)CC1	-1.1%	7%	-5%	-1%	i	0.4	-32	695	2%	-0.9%	-18%
CC(=O)NC1C(=O)N=C(SCC(=O)Nc2sc3c(c2C#N)CCCCCC3)NC1=O (centres undefined)	-2.5%	5%	1%	2%	i	0.4	4	739	0%	7.9%	-16%
COCc1ccc(C(=O)N(C)CC2CCCN(CCc3ccccc3F)C2)o1 (centres undefined)	x	-14%	-3%	-7%	i	1.7	-5	765	5%	0.8%	2%
O=C(Nc1cc(Br)ccc1O)C1CC(c2ccccc2Cl)=NO1 (centres undefined)	x	1%	-7%	4%	i	0.9	10	796	2%	2.0%	19%
CN(C)S(=O)(=O)c1cccc(NC(=S)N/N=C/c2ccco2)c1	x	-11%	3%	-5%	i	0.3	-2	692	5%	-1.0%	-20%
COC(=O)N/N=C/c1cn(Cc2c(Cl)cccc2Cl)c2ccccc12	1.0%	37%	-2%	-7%	i	0.1	-10	636	0%	-1.6%	-1%
CN(CCNC(=O)CN1CCN(Cc2ccccc2Cl)C1=O)Cc1ccccc1	-9.6%	-14%	-10%	-6%	i	0.6	1	826	0%	42%	11%
C/C(=N\NC(=O)C(=O)Nc1c(C)n(C)n(-c2ccccc2)c1=O)c1ccncc1	x	-4%	-4%	-7%	i	0.5	14	742	8%	1.8%	35%

Source: PubChem BioAssay (several laboratories)
